Calb biofilm kill: kills Candida albicans biofilms | C. albicans biofilm + clotrimazole, Alamar Blue | inhibition, % at 6 µM | 85,000 compounds, 0.14% hits;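 active means inhibition above 20%; inactive means inhibition below 20%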;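 further: preformed 24 hr biofilms exposed to compound for 48 hr; 0% = biofilm without compound and 100% = blank killed by clotrimazole plus chlorhexidine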
CYP2C9 activ: activators of human CYP2C9; 96,000 compounds, 1.4% hits; AID 1024; recombinant CYP2C9, luciferin-H conversion, luminescence; stronger effect = higher value; factor 1 = untreated enzyme, 0 = blocked; P11712; activation factor at 5 µM;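 active means activation factor of 2 or more for CYP2C9 at a 5 µM dose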;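 further: 0 = sulfaphenazole-blocked wells and 1 = vehicle-only wells; values of inactives mirror those of a sister screen read the other way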
EphB4 antag: antagonists of human EphB4-ephrin-B2 interaction | EphB4 LBD / TNYL-RAW-Alexa532 peptide, fluorescence polarization | 97,000 compounds, 0.15% hits | P54760 | inhibition, % at 7 µM | AID 720;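 active means inhibition above the screen-wide mean inhibition plus 3 SD, cut at about 15% in these data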;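 further: 0% = DMSO wells and 100% = excess unlabeled TNYL-RAW peptide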
PLK1 PBD inh: inhibitors of human Plk1 polo box domain binding; P53350; Plk1 PBD phosphopeptide binding, fluorescence polarization; inhibition, %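 (tested at about 20 µM)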; 97,000 compounds, 0.13% hits; AID 693; in the data active means inhibition above about 34%, passing the limit was not always enough
LYP act: LYP (human) phosphatase activation. recombinant LYP, DiFMUP fluorescence; 0 = plate median, 100 = signal doubled. AID 697. activation, % at 2 µM. 96,000 compounds, 0.11% hits;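 active means activation at 2 µM above a set limit, the mean plus 5 SD, cut at about 37% in these data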
Target sequence (Q9Y2R2 whole entry, looked up): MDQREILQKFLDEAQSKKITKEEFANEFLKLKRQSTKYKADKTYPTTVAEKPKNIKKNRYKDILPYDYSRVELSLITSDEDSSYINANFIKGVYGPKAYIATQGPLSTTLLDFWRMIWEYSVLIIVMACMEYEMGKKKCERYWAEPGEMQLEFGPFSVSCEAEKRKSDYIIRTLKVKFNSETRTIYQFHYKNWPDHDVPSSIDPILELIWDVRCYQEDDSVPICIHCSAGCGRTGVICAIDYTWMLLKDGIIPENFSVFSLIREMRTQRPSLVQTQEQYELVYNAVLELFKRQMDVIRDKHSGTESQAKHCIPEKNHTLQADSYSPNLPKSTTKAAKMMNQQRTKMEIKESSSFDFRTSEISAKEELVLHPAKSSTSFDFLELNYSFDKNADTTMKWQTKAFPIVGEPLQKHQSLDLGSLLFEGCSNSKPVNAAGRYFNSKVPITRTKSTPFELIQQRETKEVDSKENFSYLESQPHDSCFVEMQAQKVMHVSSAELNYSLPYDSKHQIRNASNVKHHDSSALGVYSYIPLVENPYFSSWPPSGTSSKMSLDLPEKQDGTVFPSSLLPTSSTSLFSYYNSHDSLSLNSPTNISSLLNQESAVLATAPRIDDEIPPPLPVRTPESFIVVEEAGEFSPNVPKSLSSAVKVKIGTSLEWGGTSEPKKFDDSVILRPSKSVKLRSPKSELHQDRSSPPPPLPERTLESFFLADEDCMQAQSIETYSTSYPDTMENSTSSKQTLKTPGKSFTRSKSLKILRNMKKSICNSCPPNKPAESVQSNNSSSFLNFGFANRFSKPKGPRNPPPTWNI
HIV Rev-RRE inh: HIV Rev-RRE protein-RNA interaction inhibition; P05866; Rev peptide-RRE RNA binding, FRET; inhibition, % at 8 µM; 97,000 compounds, 0.79% hits; AID 704;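 active means inhibition above the screen-wide mean plus 3 SD, cut at about 35% in these data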;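 further: 0% = median DMSO wells and 100% = median Neomycin B control wells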
Target sequence (P05866 whole entry, looked up): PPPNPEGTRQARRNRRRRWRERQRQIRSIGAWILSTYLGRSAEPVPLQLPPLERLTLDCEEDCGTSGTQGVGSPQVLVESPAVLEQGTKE
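Probe or stimulus: fluorescein-Rev peptide as binding partner; assay system: Cy5-tagged RRE RNA duplex with fluorescein-tagged Rev peptide; timing: 5 min compound–RNA preincubation, then 15 min with peptide, 25 °C; medium: HEPES pH 7.5 buffer with KCl, MgCl2, NaCl and EDTA; signal: fluorescein-to-Cy5 FRET, 480 nm excitation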
PTPN22 inh 2: inhibitors of human LYP (PTPN22) phosphatase; Q9Y2R2; recombinant LYP catalytic domain, DiFMUP fluorescence; inhibition, % at 2 µM; 96,000 compounds, 0.21% hits;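 active means inhibition at 2 µM at or above a set limit, the screen mean plus 3 SD, cut at about 24% in these data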;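 further: 0% = DMSO with enzyme and 100% = enzyme fully blocked by orthovanadate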
PLK1 kinase inh: PLK1 (human) kinase inhibition. recombinant PLK1 kinase, TR-FRET peptide phosphorylation. P53350. AID 619. inhibition, % at 10 µM. 97,000 compounds, 0.53% hits;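 active means inhibition of 50% or more in the single-concentration screen; inactive means inhibition below 50%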;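 further: 0% = DMSO max control and 100% = H-89 dihydrochloride min control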
CYP2C9 inhib: inhibitors of human CYP2C9. CYP2C9 Supersomes, luciferin-H conversion, luminescence. inhibition, % at 5 µM. 96,000 compounds, 20% hits. AID 777;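 active means blocking of liver enzyme CYP2C9 beyond about 50% at 5 µM, limit read from the data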; further: values of inactives mirror those of a sister screen read the other way
Active calls of the source: *; nt = not tested or not shown; [ ] = another dose, or the depositor's remark.

Compound,CYP2C9 activ,CYP2C9 inhib,HIV Rev-RRE inh,LYP act,EphB4 antag,PTPN22 inh 2,PLK1 kinase inh,Calb biofilm kill,PLK1 PBD inh
O=C(c1cccnc1)N1C2CCC1CC(O)(c1ccc(F)cc1)C2 (stereo not drawn),0.9,12,5,4,-8,-7,-7,5,10
Cc1cc(S(=O)(=O)N2CC(=O)N(CCc3ccccc3)C(=O)C2)ccc1F,0.9,8,-1,-1,-2,0,-8,2,37
CCn1c(CNc2ccc(C)cc2C)nnc1SCC(=O)N1CCCc2ccccc21,0.6,41,3,-6,-6,3,-4,5,-2
CCCn1nc(-c2ccccc2)c2nc3ccccc3nc21,1,-1,94*[fluorescence artefact?],2,6,-4,-15,0,-3
CC(C)c1ccc(/C=C/C(=O)Nc2nc3ccc([N+](=O)[O-])cc3s2)cc1,1.3,-31,11,-4,0,7,-11,nt,1
COc1ccc(/C=C2\C(=O)NCC(=O)N2Cc2ccccc2)cc1,0.5,53*,1,2,2,1,-17,nt,4
O=C(c1ccco1)N1CCN(C(=O)c2cc3c(s2)-c2ccccc2OC3)CC1,0.7,30,3,-2,-4,1,-13,2,11
c1ccc(Cc2nn3c(Cn4nnc5ccccc54)nnc3s2)cc1,0.8,20,4,1,-3,-3,-9,8,23
CC(C)NCCOCCOc1ccccc1F,0.8,18,9,-4,0,6,-2,-2,-36
COc1ccc(-n2c(SCC(=O)NNC(=O)c3ccccc3C)nnc2-c2ccncc2)cc1,0.7,29,6,-8,4,11,-7,nt,17
CC(=O)Nc1nc(CC(C)C)cc(-c2ccco2)c1C#N,1,1,-2,-6,-6,1,-12,9,-7
O=C(c1ccc(COc2ccccc2Cl)o1)N1CCN(Cc2ccc3c(c2)OCO3)CC1,0.1,87*,7,1,18*,-3,-4,2,4
CC(=O)SC(C[N+](=O)[O-])c1cn(C(C)=O)c2ccccc12 (stereo not drawn),0.6,41,3,-1,4,1,0,1,-21
CCCCN(CC)C(=O)Cc1ccccc1OC,1.1,-11,6,0,3,-3,-9,3,12
C=CCNc1cc(C(F)(F)F)nc(-c2ccccn2)n1,0.9,10,7,4,5,-1,-3,nt,-18
COC(=O)C(Nc1ccccc1Cl)(c1cc(C)c(O)c(C)c1)C(F)(F)F (stereo not drawn),0,99*,22,2,3,-3,18,nt,12
O=C(Nc1ccccc1C(=O)NCC1CCCO1)c1ccc(Cl)cc1Cl (stereo not drawn),0.7,29,-1,-8,4,8,-11,nt,-25
Cc1ccc(C(=O)OCC(=O)Nc2ccccc2N2CCOCC2)cc1,nt,nt,2,-1,3,-2,-10,-2,2
CC(C)COC(=O)c1ccc(NC(=O)C2C3C=CC(C3)C2C(=O)O)cc1 (stereo not drawn),0.7,30,0,-9,6,8,0,4,-15
CCOC(=O)c1nn(-c2ccc(F)cc2)c(-c2ccccc2)c1C(=O)c1ccccc1,0.7,31,7,3,3,-1,-7,nt,-21
CC1CC(c2ccccc2)n2nc(NC(=O)c3cccs3)nc2N1 (stereo not drawn),1,1,-17,0,-2,-2,-7,3,16
CCc1ccc2nc(NC(=O)CSCc3c(C)noc3C)sc2c1,nt,nt,13,-1,0,4,1,2,-15
Cc1cnc(NC(=O)CSc2ncc(-c3ccccc3)n2Cc2ccco2)s1,0.3,73*,13,-2,3,1,-7,9,3
Cc1ccccc1OCc1nc2ccccc2c(=O)n1N,0.5,50*,7,1,6,-1,-2,4,-1
CCN1CCN(C(=O)C2CCN(Cc3nc(-c4cccc(Cl)c4)oc3C)CC2)CC1,0.8,18,4,-5,0,2,0,-4,11
O=C1CC(c2ccco2)Cc2nc(Nc3ccc(F)cc3)ncc21 (stereo not drawn),0.4,59*,3,-1,-1,-1,7,6,-11
CCOc1cc(S(=O)(=O)Nc2ccccc2CC)ccc1Cl,1.8,-85,19,-5,3,6,-12,8,7
Cc1cc(OCC(=O)N2CCOCC2)c(C(C)C)cc1Cl,0.9,14,2,7,2,-7,3,4,-11
C/C(=N\N=C(c1ccccc1)c1ccccc1)c1cccs1,0.8,23,14,-1,9,4,-18,nt,-22
Cc1cccc(NC(=O)c2c(F)c(F)c(F)c(F)c2F)c1,1.1,-7,5,-2,2,3,2,5,8
CCC(C)N=Cc1c(NCc2ccco2)nc2c(C)cccn2c1=O (stereo not drawn),1.1,-7,9,-6,3,9,-6,2,3
Cc1ccc(C2c3c(-c4ccccc4O)n[nH]c3C(=O)N2Cc2ccncc2)cc1 (stereo not drawn),0.7,34,2,-1,-11,-2,-7,8,-7
CC(C)(C)n1nnnc1C(c1ccccc1F)N(Cc1ccco1)CC1CCCO1 (stereo not drawn),0.3,71*,1,1,-7,-2,-7,12,-8
O=C(O)c1ccc(NCc2ccncc2)cc1,1,2,7,1,9,2,0,0,-15
CC1CCCCN1C(=O)CSc1nnc(Cc2ccccc2)n1C (stereo not drawn),nt,nt,-1,-3,6,-1,-5,7,-2
CNC(=O)c1nn(-c2ccc(Cl)cc2)ccc1=O,1.2,-20,1,11,3,-6,-11,nt,-18
COc1ccc(C2N(c3cc(C)on3)C(=O)C3CCCN32)cc1OC (stereo not drawn),1.1,-9,3,9,-8,-12,4,6,15
COc1ccc(C(=O)NCCc2c[nH]c3ccccc23)cc1S(=O)(=O)N1CCOCC1,0.4,61*,3,6,3,-6,-7,2,15
COC(=O)[C@@H](NC(=O)Nc1ccccc1F)C(C)C,1,-4,5,7,5,-8,-6,3,-15
CCOc1ccc(-c2nnn(CC(=O)c3ccc4c(c3)OCCO4)n2)cc1OCC,0.7,27,10,-6,-2,4,-6,0,-2
CCNc1nc(NC(C)C)nc(Oc2ccc(OCc3ccccc3)nn2)n1,nt,nt,14,6,0,-6,-17,5,-4
O=C(NCc1ccncc1)C(F)(F)C(F)(F)C(=O)NCc1ccncc1,0.1,93*,4,8,-2,-10,-15,1,11
COc1ccc(NC(=O)CSc2ccccn2)cc1OC,1.2,-21,7,-5,4,8,-6,9,-10
O=S(=O)(c1cnccc1N1CCN(/N=C/c2ccc(Br)cc2)CC1)N1CCCCC1,1.1,-9,-4,-11,-2,14,-2,nt,-8
COc1cc(CNC(C)c2ccccc2)c(Br)cc1OCC(N)=O (stereo not drawn),1,-1,3,-1,-8,2,12,5,11

A draw from above in order of molecular weight, low to high:
Compound,CYP2C9 activ,CYP2C9 inhib,HIV Rev-RRE inh,LYP act,EphB4 antag,PTPN22 inh 2,PLK1 kinase inh,Calb biofilm kill,PLK1 PBD inh
O=C(O)c1ccc(NCc2ccncc2)cc1,1,2,7,1,9,2,0,0,-15
CC1CCCCN1C(=O)CSc1nnc(Cc2ccccc2)n1C (stereo not drawn),nt,nt,-1,-3,6,-1,-5,7,-2
COc1ccc(C(=O)NCCc2c[nH]c3ccccc23)cc1S(=O)(=O)N1CCOCC1,0.4,61*,3,6,3,-6,-7,2,15

(cont.)
Compound,CYP2C9 activ,CYP2C9 inhib,HIV Rev-RRE inh,LYP act,EphB4 antag,PTPN22 inh 2,PLK1 kinase inh,Calb biofilm kill,PLK1 PBD inh
COc1ccc(NC(=O)CN2CCCCC2)cc1,0.8,24,-1,-12,-6,9,-17,9,20
CS(=O)(=O)N(Cc1ccccc1)c1ccc(C(=O)NCc2ccccc2)cc1,0.5,53*,11,-3,-2,0,-30,4,10
COc1cc(NC(=O)c2ccco2)ccc1NC(=O)c1ccccc1Cl,0.3,72*,5,-3,2,2,-6,6,-4
O=C(N/N=C/c1c(Nc2cccc(C(F)(F)F)c2)nc2ccccn2c1=O)c1ccccc1,0.9,10,5,-7,2,9,-1,nt,-28
CN(C)C(=O)N1CCC(C(=O)NCc2ccccc2Cl)CC1,1.4,-38,22,4,-4,-8,-29,12,-9
N#C/C(=C\c1ccc(-c2cccc(Cl)c2)o1)C(=O)Nc1cccc2cccnc12,1.3,-26,10,2,-4,-2,-4,2,11
Cn1c(C(=O)NCc2ccc3c(c2)OCO3)cc2sccc21,0.3,75*,1,-4,4,3,-17,-1,4
NC(=O)CSCc1nc2ccccc2s1,0.7,30,16,-14,-2,12,-9,3,17
COCCNC(=O)C(c1ccc(C)o1)N(C(=O)c1snc(C(N)=O)c1N)c1cccc(C)c1 (stereo not drawn),0.8,15,1,1,0,-4,-2,0,-35
O=[N+]([O-])c1ccc2c(c1)C(N1CCOCC1)/C(=C/COc1ccc(Cl)cc1Cl)O2 (stereo not drawn),0.2,77*,5,10,-15,-4,-16,nt,-7
CC1CCC(NC(=O)CN2C(=O)C3CCCN3c3ncc(Cl)cc32)CC1 (stereo not drawn),0.6,44,-2,-4,-5,9,-8,nt,-33
CN1C2C=C3C(C#N)=C(N)C(C#N)(C#N)[C@@H](c4cccs4)C3C1CC2 (stereo partly drawn),0.8,17,16,6,2,-14,-3,3,-29
COCCn1c(SCC(=O)NCc2ccc3c(c2)OCO3)nnc1-c1c[nH]c2ccccc12,0.3,69*,5,nt,-8,nt,63*,1,-4
CC(O)CNCCNCc1c(OCc2ccccc2)ccc2ccccc12 (stereo not drawn),0.9,12,-2,9,-12,-7,4,nt,5
O=c1cc(CSc2ccc(Cl)cc2)nc(N2CCOCC2)[nH]1,0.9,8,0,4,-5,-5,-11,6,13
CCOC(=O)c1ccc(NC(=O)CSc2nccn2C)cc1,0.9,9,3,-9,6,9,-4,2,-1
CCOc1ccc(NC(=O)CCn2cccc2)cc1,0.9,12,3,-9,3,10,-1,-1,-4
COC(=O)c1ccc(NS(=O)(=O)c2ccc(OC)cc2)cc1,0.1,89*,5,-5,7,2,-9,-4,4

Source: PubChem
